TNAP activation fold = human TNAP enzyme activators, primary screen, biochemical, luminescent, no phosphate acceptor, uHTS (AID 1001); 200,000 compounds, 0.03% hits; purified TNAP, luminescent activation assay, no phosphate acceptor; higher activation fold means a stronger effect; Alkaline phosphatase, tissue-nonspecific isozyme (Homo sapiens); activation fold at 20 µM, or EC50 in µM where a hit was titrated; in the data active = activation fold from about 3, or a potency from the dose series; inactive = the rest, 99 in 100 with activation fold below about 1.6; also: many of its hits are not listed in these tables
KOR beta-arrestin-1 = KOR agonists, beta-arrestin recruitment, primary screen, cell-based, luminescence, uHTS (AID 1777); activation, % at 10 µM; hits with a dose series show EC50 in µM; KOR beta-arrestin recruitment, luminescence; higher % means a stronger effect; 280,000 compounds, 0.02% hits; Kappa-type opioid receptor (Homo sapiens); in the data active = activation above about 50%, passing the limit was not always enough; also: a part of the inactive calls stands beside numbers as strong as those of hits
NTR1 agonist = agonists of NTR1, primary screen, imaging, U2OS cells, beta-arrestin-GFP, high content (AID 493036) | NTR1-U2OS beta-arrestin-GFP spot imaging, agonist mode | activation, % at 20 µM | 330,000 compounds, 0.17% hits | Neurotensin receptor type 1 (Homo sapiens), P30989;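 active = activation at or above 40% of the spot to cytoplasm intensity ratio, with at least 20 cells analyzed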;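 also: 0% = DMSO without peptide and 100% = 100 nM NTR1 peptide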
Target sequence (P30989 whole entry, looked up): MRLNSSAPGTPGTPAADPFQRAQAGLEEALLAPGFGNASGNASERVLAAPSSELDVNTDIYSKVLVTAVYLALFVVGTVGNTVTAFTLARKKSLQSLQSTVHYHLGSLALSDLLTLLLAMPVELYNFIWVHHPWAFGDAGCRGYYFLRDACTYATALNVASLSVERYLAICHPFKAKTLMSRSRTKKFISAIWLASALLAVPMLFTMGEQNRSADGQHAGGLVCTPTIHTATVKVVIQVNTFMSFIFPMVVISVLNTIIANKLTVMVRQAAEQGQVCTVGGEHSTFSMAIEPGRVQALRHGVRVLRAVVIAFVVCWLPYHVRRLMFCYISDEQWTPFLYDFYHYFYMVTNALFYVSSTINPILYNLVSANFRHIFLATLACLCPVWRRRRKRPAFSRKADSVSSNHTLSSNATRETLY
NOD1 NF-kB reporter = NOD1 signaling inhibitors, primary screen, cell-based, luminescence, uHTS (AID 1578). 290,000 compounds, 1% hits. NOD1-driven NF-kB luciferase reporter cells, luminescence; higher % means a stronger effect. one-dose inhibition, % at 4 µM; EC50 in µM for titrated hits; in the data active = inhibition mostly above about 36%, no sharp cut-off; inactive = mostly below about 34%;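 also: HEK-293T reporter cells stimulated with the NOD1 agonist gamma-tri-DAP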
CSM14.1 death rescue = rescue of cells from ER stress-induced death, primary screen, 384-well, CSM14.1, thapsigargin, ATP luminescence (AID 1222) | cellular ATP content (survival), % at 20 µM, or EC50 in µM where a hit was titrated | CSM14.1 thapsigargin-induced death rescue, ATP luminescence; higher % means a stronger effect | 190,000 tested, under 10 active;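 active = EC50 below 50 µM in the dose-response confirmation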;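 also: death triggered by thapsigargin at about 15 µM added after 2 h compound pretreatment; cell ATP read after overnight thapsigargin exposure of roughly 18 to 22 hours; normalized against plate controls of thapsigargin alone and 5% DMSO vehicle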
KOR beta-arrestin-2 = KOR antagonists, beta-arrestin recruitment, cell-based, luminescence, uHTS (AID 1778) | 290,000 compounds, 0.091% hits | Kappa-type opioid receptor (Homo sapiens) | inhibition, % at 10 µM; hits with a dose series show IC50 in µM | KOR beta-arrestin recruitment, luminescence, antagonist mode; higher % means a stronger effect; also: strong numbers were not always called active
HEK293 NOD2/NF-kB = NOD2 signaling inhibitors, cell-based, luminescence, uHTS, HEK293 (AID 1566); HEK293 NOD2/NF-kB luciferase reporter, luminescence; higher % means a stronger effect; inhibition, % at 4 µM; hits with a dose series show EC50 in µM; 290,000 compounds, 0.63% hits; also: many of its hits are not listed in these tables
Yfh1-off respiration = enhancers of respiration in Yfh1-depleted yeast, dose response, Friedreich's ataxia, plus single-dose screen (AID 1465). fold induction at 50 µM; hits with a dose series show EC50 in µM. S. cerevisiae Yfh1-off respiration, WST-1 reduction, 72 h; higher fold induction means a stronger effect. 220,000 compounds, 0.074% hits;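 active = fold induction of absorbance versus untreated yeast above a set limit, then at least 30% activation at any dose in follow-up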;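 also: activators that raise dye reduction in frataxin-depleted yeast; strong numbers were not always called active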
GPR55 activation = GPR55 agonists via beta-arrestin recruitment, primary screen, imaging, U2OS cells, beta-arrestin-GFP redistribution (AID 1961). G-protein coupled receptor 55 (Homo sapiens). 290,000 compounds, 0.048% hits. U2OS GPR55 beta-arrestin-GFP redistribution imaging; higher % means a stronger effect. activation, % at 10 µM, or EC50 in µM where a hit was titrated;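 active = activation above 40% with more than 50 cells counted in the well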;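 also: U2OS osteosarcoma cells stably expressing GPR55 and beta-arrestin-GFP; plate controls were DMSO negative control for no effect and LPI positive control for full effect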
NTR1 agonist cell count 20 µM = also measured in NTR1 agonist; calls as there; cell count; measured here: cell count, cytotoxicity flag
Starred values were filed as active, the others as inactive; i = inactive; nt = no result given; [ ] = remark or other dose. Rule as the data show it, unless noted: active = inhibition above about 50%; inactive = the rest.

cpd	SMILES	Yfh1-off respiration	TNAP activation fold	KOR beta-arrestin-1	KOR beta-arrestin-2	CSM14.1 death rescue	NTR1 agonist	GPR55 activation	NOD1 NF-kB reporter	NTR1 agonist cell count 20 µM	HEK293 NOD2/NF-kB
1	Cc1ccc2c(CN3CCN(C(=O)c4ccco4)CC3)cc(=O)oc2c1C	i	1.1	1.7%	-3%	1.6%	3.0	0.4%	-23%	44	14%
2	COc1cccc(C(=O)Nc2ccccc2N2CCOCC2)c1	i	1	-1.5%	-3%	-3.3%	-1.9	-0.1%	3%	90	19%
3	CC(=O)Nc1ccc(S(=O)(=O)NC2=C(N3CCN(Cc4ccccc4)CC3)C(=O)c3ccccc3C2=O)cc1	nt	0.9	-6.8%	5%	2.2%	nt	0.2%	-3%	nt	9%
4	CCOc1cc(/C=C2\SC(=Nc3ccc(F)cc3)N(c3ccc(F)cc3)C2=O)ccc1OCC(=O)O	i	1	-4.5%	18%	0.5%	nt	-0.1%	30%	nt	7%
5	CC(NC(=O)OCc1ccccc1)C(=O)OCN1C(=O)c2ccccc2C1=O (stereo not drawn)	i	1	-3.8%	-2%	0.5%	-0.1	-0.4%	-4%	35	4%
6	CCOC(=O)CN(C(=O)CSc1nnc(CNc2ccc(C)cc2C)o1)c1ccccc1	i	1	-2.4%	-23%	0.0%	-1.6	-0.3%	-2%	83	3%
7	COc1cc(/C=N/Nc2nc(N3CCCCC3)nc(N3CCCCC3)n2)ccc1OC(=O)c1ccco1	i	1.1	-0.7%	-14%	-1.1%	2.8	-0.2%	-42%	34	9%
8	CC(C)(C)c1cc(N)n2nc(C(C)(C)C)cc2n1	i	1.1	-3.9%	-28%[20 µM]	3.1%	1.7	0.2%	-10%	46	1%
9	COc1ccc(-c2[nH]ncc2/C=C(\C#N)C(=O)NC2CC2)cc1	i	1.1	6.4%	-54%	-1.1%	-3.0	0.3%	1%	91	6%
10	CN(C)C(=O)c1ccc(-n2cnc3ccccc3c2=O)cc1	i	1.1	-1.0%	0%	1.1%	1.5	-0.2%	-14%	57	6%
11	Cc1cccc(N2CCN(C(=O)c3ccccn3)CC2C)c1 (stereo not drawn)	i	1.1	-3.6%	3%	-8.1%	0.6	0.4%	-38%	61	-6%
12	CN(C)C(=O)CSc1nnc([C@H](Cc2ccccc2)NC(=O)OC(C)(C)C)o1	i	nt	-7.5%	7%	nt	0.2	-0.1%	2%	46	20%
13	C/C(=N\NC(=O)C(C)Sc1ccccc1)C(C)(C)C (stereo not drawn)	i	0.9	-2.7%	46%	-1.1%	-1.1	0.0%	37%	79	10%
14	CCOc1ccc(N(CC(=O)N2CCCC2)S(=O)(=O)c2ccc(Cl)cc2)cc1	nt	nt	-1.5%	-7%	nt	0.1	-0.2%	0%	48	15%
15	Cc1nc(-c2cccc(NS(C)(=O)=O)c2)cs1	i	1.2	0.6%	17%	-1.0%	1.2	-0.1%	-26%	76	-1%
16	O=C(COC(=O)c1ccccc1)Nc1cccc(S(=O)(=O)N2CCOCC2)c1	i	1.1	0.3%	-10%	-1.1%	1.2	0.5%	-24%	71	-7%
17	CC(=O)c1ccc(NC(=O)Oc2ccccc2)cc1	i	1.1	1.3%	4%	-0.8%	-1.0	-0.1%	1%	53	0%
18	O=C(CSCc1cccc(F)c1)NCc1ccccc1	i	1.1	-0.8%	-21%	0.6%	0.9	-0.6%	-32%	50	-52%
19	CCCn1nnnc1NC(=O)c1ccc(C)cc1Cl	i	1	-0.5%	8%	6.0%	-0.9	0.2%	6%	59	11%
20	COc1cc2[nH]c3c(N4CCC(C(N)=O)CC4)ncnc3c2cc1OC	nt	1.1	0.3%	24%	0.3%	-1.3	-0.2%	14%	58	9%
21	NC(=O)c1ccccc1NS(=O)(=O)c1cccs1	i	1.1	-3.2%	43%	0.9%	-4.1	0.0%	-15%	92	2%
22	COC(=O)c1c(NC(=O)c2ccc(N(C)S(=O)(=O)c3ccc(C)cc3)cc2)sc2c1CCCC2	i	1.2	0.7%	25%	0.4%	0.7	0.2%	27%	86	20%
23	O=c1cc(C(F)(F)F)nc(-n2[nH]c3c(c2=O)CCCC3)[nH]1	i	2.2	-3.8%	5%	0.0%	-0.5	0.7%	6%	72	6%
24	CC1(C(=O)N2CCN(c3ccc([N+](=O)[O-])cc3)CC2)CC1(Cl)Cl (stereo not drawn)	nt	nt	-3.8%	-14%[20 µM]	nt	4.4	-0.1%	-7%	66	20%
25	Cc1ccc(CNC(=O)c2c(-c3ccccc3Cl)noc2C)cc1	nt	nt	2.2%	-20%	nt	-0.9	-0.1%	-3%	86	-3%
26	O=C(CCSc1nc(-c2ccco2)cc(C(F)(F)F)n1)NCCc1ccccc1	i	1.1	0.4%	15%	nt	-0.1	-0.1%	-30%	39	-22%
27	CN(C)CCNC(=O)C1CCN(S(=O)(=O)c2ccc3ccccc3c2)CC1	nt	nt	4.0%	-4%	nt	-0.8	-0.1%	-10%	56	12%
28	Cc1[nH]c2ccccc2c1C(c1ccncc1)N1CCN(c2ccccn2)CC1 (stereo not drawn)	i	1	2.5%	-74%	-0.1%	8.8	-0.7%	-9%	59	2%
29	Cc1ccc(-c2csc(N)n2)s1	i	1	5.6%	16%	-1.7%	1.7	-0.2%	-20%	72	13%
30	O=C(Cc1ccccc1)Nc1ccc(Cl)cn1	nt	nt	6.9%	7%	nt	1.8	-0.1%	-35%	64	2%
31	COc1ccc(C2(C)CC(C)(C)Nc3ccccc32)cc1 (stereo not drawn)	nt	nt	-5.5%	8%[20 µM]	nt	5.0	1.2%	-19%	42	-39%
32	COc1ccc(/C=C/C(=O)N2CCN(C)CC2)cc1S(=O)(=O)N1CCCCC1	i	1	-2.3%	-9%[20 µM]	-0.4%	-1.7	0.2%	-28%	29	0%
33	Cc1cccc(N2CCN(C(=O)C3CCCN(S(=O)(=O)c4cnc[nH]4)C3)CC2C)c1 (stereo not drawn)	i	1	0.2%	37%	3.2%	0.0	-0.1%	-29%	44	7%
34	CCc1ccc(Nc2nnc(SCC(=O)Nc3cccnc3Cl)s2)cc1	i	1.1	-4.5%	-21%	-1.7%	8.6	-0.2%	-25%	89	-9%
35	Cc1c(Cl)c(C(=O)Nc2nc3ccccc3n2CCN2CCCCC2)nn1C	nt	1.2	nt	nt	-0.4%	5.3	-0.2%	7%	97	10%
36	Clc1nccnc1-c1ccccc1	i	1.1	-2.7%	8%	-0.6%	2.2	-0.2%	-25%	43	8%
37	Cc1cc(C)c(S(=O)(=O)N2CCOC2CNC(=O)C(=O)NCc2ccco2)c(C)c1 (stereo not drawn)	i	1	-0.9%	-3%	-3.3%	-4.9	1.1%	-4%	57	6%
38	O=C(Cc1c(Cl)cccc1Cl)Nc1ccncc1Cl	nt	nt	2.2%	-40%	nt	0.2	0.0%	5%	65	13%
39	Cc1ccc(NC(=O)N2CCN(c3ccccn3)CC2)cc1	i	1.1	-0.1%	-2%	-2.5%	0.7	-0.1%	-16%	56	0%
40	O=C(NCc1ccccc1Cl)C(=O)NCC1OCCCN1S(=O)(=O)c1cccs1 (stereo not drawn)	nt	nt	-0.4%	-2%	nt	0.7	-0.1%	-34%	38	11%
41	O=C(Nc1ccc(F)cc1)OCCN1CCN(Cc2ccccc2)CCC1=O	i	1.1	-1.3%	0%	0.0%	-3.6	-0.2%	-19%	60	-10%
42	Cc1ccc(-c2cc(C(=O)N3CC4(C)CC3CC(C)(C)C4)no2)cc1 (stereo not drawn)	nt	nt	4.5%	6%	nt	8.2	-0.1%	-18%	58	0%
43	CC1CC(C)CN(S(=O)(=O)c2ccc(C(=O)NN3CCOCC3)cc2)C1 (stereo not drawn)	i	1.1	-1.5%	-3%	-0.1%	-0.9	-0.4%	-34%	94	4%
44	Cc1ccc(C)c(NC(=S)NC(NC(=O)Cc2cccc3ccccc23)C(Cl)(Cl)Cl)c1 (stereo not drawn)	i	1.1	7.5%	-17%	-0.7%	13	0.6%	-37%	52	-23%
45	O=C(Cc1ccc(Cl)cc1)NC1CCCN(Cc2ccccc2F)C1 (stereo not drawn)	nt	nt	-3.6%	-6%[20 µM]	nt	2.2	0.2%	-13%	77	-13%
46	Cc1cccc(/N=C/c2c(O)ccc3oc4c(c23)CCCC4)n1	i	1.1	10%	-59%	-3.6%	7.2	0.5%	4%	75	25%
47	O=C(COc1ccc2c3c(c(=O)oc2c1)CCC3)NC1CCCCC1	i	1.2	8.6%	19%	0.8%	0.9	-0.1%	14%	53	27%
48	CC1=Nc2ccccc2N=C(NC(=O)CSc2nnnn2-c2ccccc2)C1c1ccccc1 (stereo not drawn)	nt	1	1.4%	29%	-0.8%	2.7	-0.2%	-30%	49	-15%
49	N/C(=N\OC(=O)c1cccs1)c1ccc(Cl)cc1	i	nt	-0.7%	18%	nt	-0.4	0.1%	6%	51	-36%
50	COc1ccc(S(=O)(=O)NC(C)CCc2ccccc2)cc1 (stereo not drawn)	i	1.1	-1.2%	-41%[20 µM]	-0.3%	2.7	-0.1%	4%	38	16%
51	CN(C(=O)CCc1ccccc1)c1nnc(-c2ccncc2)s1	i	1.1	-6.7%	-23%[20 µM]	1.0%	1.3	0.0%	-11%	34	-1%

Given with two lines to a compound: two of the compounds above.
Order of values: Yfh1-off respiration	TNAP activation fold	KOR beta-arrestin-1	KOR beta-arrestin-2	CSM14.1 death rescue	NTR1 agonist	GPR55 activation	NOD1 NF-kB reporter	NTR1 agonist cell count 20 µM	HEK293 NOD2/NF-kB
#46 Cc1cccc(/N=C/c2c(O)ccc3oc4c(c23)CCCC4)n1
→ i	1.1	10%	-59%	-3.6%	7.2	0.5%	4%	75	25%
#50 COc1ccc(S(=O)(=O)NC(C)CCc2ccccc2)cc1 (stereo not drawn)
→ i	1.1	-1.2%	-41%[20 µM]	-0.3%	2.7	-0.1%	4%	38	16%

Some of the compounds tested, so the mix of outcomes need not match the whole.
